Assay outcomes: PubChem BioAssay, Sanford-Burnham Center for Chemical Genomics
Mdm2-MdmX inh: disrupts the human Mdm2-MdmX interaction | SaOS-2 split-luciferase Mdm2/MdmX complementation, luminescence | 330,000 tested, 3% active | AID 485346 | inhibition, % at 8 µM;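 active = inhibition of at least 50% at 8 µM in the primary screen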
Target sequence (O15151 whole entry, looked up): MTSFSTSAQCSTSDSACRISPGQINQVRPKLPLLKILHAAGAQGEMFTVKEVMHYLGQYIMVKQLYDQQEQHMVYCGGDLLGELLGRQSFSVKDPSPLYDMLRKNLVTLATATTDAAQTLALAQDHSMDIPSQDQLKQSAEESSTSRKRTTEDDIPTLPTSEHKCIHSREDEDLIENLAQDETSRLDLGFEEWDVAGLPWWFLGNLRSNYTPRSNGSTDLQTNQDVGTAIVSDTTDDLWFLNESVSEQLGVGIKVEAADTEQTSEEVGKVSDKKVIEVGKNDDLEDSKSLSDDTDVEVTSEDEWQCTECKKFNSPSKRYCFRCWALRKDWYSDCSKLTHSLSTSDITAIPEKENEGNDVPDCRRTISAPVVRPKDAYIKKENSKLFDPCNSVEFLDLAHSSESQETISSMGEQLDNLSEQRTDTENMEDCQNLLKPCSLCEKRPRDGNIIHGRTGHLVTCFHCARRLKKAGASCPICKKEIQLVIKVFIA
Target sequence (Q00987 whole entry, looked up): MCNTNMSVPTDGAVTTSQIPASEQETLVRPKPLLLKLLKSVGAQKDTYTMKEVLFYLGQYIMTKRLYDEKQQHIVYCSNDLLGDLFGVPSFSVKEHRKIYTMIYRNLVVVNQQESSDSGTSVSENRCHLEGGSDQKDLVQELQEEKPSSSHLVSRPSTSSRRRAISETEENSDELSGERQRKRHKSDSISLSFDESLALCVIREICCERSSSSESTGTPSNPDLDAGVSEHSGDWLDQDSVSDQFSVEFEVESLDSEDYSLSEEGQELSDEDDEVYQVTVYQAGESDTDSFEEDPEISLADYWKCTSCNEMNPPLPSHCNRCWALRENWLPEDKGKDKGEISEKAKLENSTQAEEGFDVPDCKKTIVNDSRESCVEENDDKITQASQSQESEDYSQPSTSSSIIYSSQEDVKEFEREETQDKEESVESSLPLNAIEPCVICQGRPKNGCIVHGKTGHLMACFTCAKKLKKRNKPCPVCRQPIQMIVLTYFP
tim23-1 inh: inhibits growth of tim23-1 mutant yeast. inhibition, % at 20 µM. 330,000 tested, 1.3% active. S. cerevisiae tim23-1 growth, BacTiter-Glo luminescence, 24 h;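 active = growth inhibition of the mutant yeast at or above 50%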;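 note: temperature-sensitive mutant grown at 25 °C; plate controls were DMSO-treated mutant yeast for no effect and medium wells lacking yeast for full effect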
CHOP UPR activ: activators of apoptotic arm of unfolded protein response (CHOP); 330,000 tested, 0.34% active; CHO-CHOP luciferase reporter, UPR activation, luminescence; percent of tunicamycin response over DMSO baseline; activation, % at 10 µM;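 active = at 10 µM dose, activation of 40% or more, normalized to positive control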;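 note: 100% = tunicamycin at 10 µg/mL and 0% = DMSO alone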
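Evaluation: % reporter activation, DMSO baseline versus tunicamycin full activation; System: CHO-CHOP luciferase reporter cell line; Input: 500 cells/well; Incubation: 6 h compound treatment, 37 °C; Measured by: Steady-Glo luciferase luminescence; Dosing: one dose, 10 µM in 0.5% DMSO; Buffer or medium: F12 medium, 10% FBS; Benchmarks: positive tunicamycin 10 µg/mL, negative DMSO alone.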
XBP1 UPR activ: adaptive UPR (XBP1) activation; CHO-XBP1 luciferase reporter, IRE1-XBP1 UPR activation, luminescence; percent of tunicamycin response, DMSO as zero; 330,000 tested, 0.33% active; AID 463104; activation, % at 20 µM;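 active = versus positive control, 20 µM dose yields 30% or more activation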;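 note: 100% = tunicamycin at 10 µg/mL and 0% = DMSO only wells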
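Material: CHO-XBP1 cells stably carrying IRE1-XBP1-driven luciferase reporter | Medium: F12 with 10% serum | Compound dosing: 20 µM single concentration, DMSO 1% | Incubation: Overnight seeding at 37 °C, 6 h compound treatment at 37 °C | Detection: Steady-Glo luminescence read | Read-out basis: % activation of reporter signal versus tunicamycin and DMSO controls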
TIM10 inh: TIM10 yeast growth inhibition; inhibition, % at 10 µM; S. cerevisiae TIM10 strain growth, BacTiter-Glo luminescence, 24 h; 330,000 tested, 1.4% active;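 active = inhibition of 40% or more at the single tested concentration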;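 note: wild-type TIM10 isogenic control strain grown at permissive 25 °C; 0% = DMSO yeast wells and 100% = minimal medium wells without yeast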
tim10-1 inh: growth inhibitors of tim10-1 mutant yeast | S. cerevisiae tim10-1 ts strain growth, BacTiter-Glo, 24 h | inhibition, % at 20 µM | 330,000 tested, 2.2% active;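 active = inhibition of at least 40%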;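 note: mutant grown at 25 °C; 0% = DMSO wells with yeast and 100% = wells holding no yeast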
NALP3 yeast inh: inhibitors of NALP3 inflammasome in yeast; Yeast reconstituted NLRP3/ASC/caspase-1, beta-gal luminescence, 24 h; inhibition, % at 10 µM; 330,000 tested, 0.39% active; AID 2825;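 active = inhibition of 50% or more; inactive = inhibition below 50%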;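 note: plate controls were induced DMSO wells for no effect and uninduced yeast grown without galactose for full effect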
APJ agonist: APJ receptor agonism. P35414. CHO-K1 APJ PathHunter beta-arrestin, luminescence; 0% DMSO wells, 100% apelin. activation, % at 20 µM. 330,000 tested, 0.11% active. AID 2520;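 active = activation more than six SD over the plate average, tested at 20 µM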;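 note: 0% = DMSO alone and 100% = apelin-13 at 10 nM; some results filed as inactive read as strong as hits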
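Test system – PathHunter CHO-K1 APJ (AGTRL-1) beta-arrestin reporter cells · Input – 1000 cells/well · Compound – single test compound dose, 20 µM final, 1% DMSO · Times – compound stimulation 90 min at 25 °C, detection 60 min · Technique – beta-gal luminescence · Read-out basis – APJ–arrestin association signal · Control set – negative DMSO alone, positive Apelin-13 at 10 nM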
GRIN3A LBD mod: modulates the human NR3A ligand-binding domain; 340,000 tested, 2.5% active; Tm shift relative to glycine control, % at 25 µM; NR3A LBD differential scanning fluorimetry, Tm shift; 0% = protein alone, 100% = glycine-bound protein;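 active = melting temperature shift of at least 10% of the positive control shift, at one fixed dose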
Starred values were filed as active, the others as inactive. Outcome played no part in choosing rows; overall some 8.2% were active at least once.

SMILES	Mdm2-MdmX inh	tim23-1 inh	CHOP UPR activ	XBP1 UPR activ	TIM10 inh	tim10-1 inh	NALP3 yeast inh	APJ agonist	GRIN3A LBD mod
O=c1c([N+](=O)[O-])c(O)c2ccccc2n1Cc1ccccc1	4	14	0.8	-5	21	0	14	0	10*
COc1cccc2cc(-c3cn4ccc(C)cc4n3)c(=O)oc12	-84	23	0.5	-2	28	5	1	-3	1
CC(C)[C@@H](N)C(=O)N/N=C/c1ccc2nccnc2c1	28	-19	1.0	-4	-15	-16	2	-1	11*
O=C(NNC(=O)c1cc2ccccc2o1)c1ccc(Cl)cc1	10	-15	-1.5	4	-6	-23	16	2	0
COCCN(CCOC)C(=O)C1CCCN(S(=O)(=O)c2ccc(NC(=O)OC)cc2)C1 (stereo unspecified)	8	10	-0.7	-1	-15	0	4	-3	2
O=C(Cc1ccc(Cl)cc1)Nc1ccc(Br)cn1	-18	31	3.1	10	16	41*	8	-2	1
CC(=O)Nc1cccc(C(=O)/C=C/c2ccc(N(C)C)cc2)c1	-19	25	2.7	-1	-7	10	17	2	18*
COc1cc(Cl)c(C)cc1NC(C)C(=O)Nc1cc(C(F)(F)F)ccc1N1CCOCC1 (stereo unspecified)	34	25	-1.2	-5	15	27	6	-3	-9
CCn1c(SCc2ccc(Cl)c(Cl)c2)nnc1C(C)NC(=O)c1ccc(OC)cc1 (stereo unspecified)	10	-16	1.8	-2	-1	7	4	-1	0
CCCCn1c(SCC(=O)Nc2nccs2)nc2ccccc2c1=O	65*	-37	6.2	3	-19	7	3	-4	5
C=CCS/C(N)=N\N=C\c1c(O)ccc2ccccc12	-169	53*	6.5	0	53*	24	27	-2	-8
Cc1cc(/C=C(\C#N)C(=O)Nc2ccc(F)cc2)c(C)n1-c1ccc(N2CCOCC2)c([N+](=O)[O-])c1	23	10	0.9	-2	-8	1	24	1	-3

Single values from the results shown:
tim23-1 inh, Cc1cc(/C=C(\C#N)C(=O)Nc2ccc(F)cc2)c(C)n1-c1ccc(N2CCOCC2)c([N+](=O)[O-])c1 reads 10
XBP1 UPR activ, C=CCS/C(N)=N\N=C\c1c(O)ccc2ccccc12 reads 0

Other compounds follow:
SMILES	Mdm2-MdmX inh	tim23-1 inh	CHOP UPR activ	XBP1 UPR activ	TIM10 inh	tim10-1 inh	NALP3 yeast inh	APJ agonist	GRIN3A LBD mod
O=C(O)c1ccc(-n2cc(C(=O)c3ccccc3O)cn2)cc1	1	1	3.9	-1	-2	20	10	-4	1
COc1ccccc1-c1cc(C(=O)Nc2c(C)n(C)n(-c3ccccc3)c2=O)no1	20	7	-0.4	-1	-7	19	3	-1	0
Cc1cccc(C2Nc3ccccc3C(=O)N2CCc2ccccc2)n1 (stereo unspecified)	-13	33	-0.4	3	30	30	18	-1	-1
CC1CC2(C)Oc3ccccc3C3OCC1(CO)C(C)C32 (stereo unspecified)	-27	18	-0.9	-2	-2	6	-1	-2	1
O=S(=O)(c1cccc(-c2n[nH]c(=S)n2-c2ccccc2Cl)c1)N1CCOCC1	26	5	1.4	-1	-2	-1	19	-5	0
CC(C(=O)Nc1ccc2c(c1)OCCO2)N1Cc2ccccc2C1=O (stereo unspecified)	25	-4	-3.0	-9	1	9	9	2	-1
CCC1CCCCN1Cc1c(O)ccc2c(=O)c(-c3ccccc3OC)coc12 (stereo unspecified)	16	11	1.6	-4	7	18	1	-4	0
Cc1ccc(C)c(NC(CC(=O)c2ccccc2)C(=O)OCC(=O)c2cccs2)c1 (stereo unspecified)	-10	10	0.8	-1	16	5	9	-4	-15
O=C(NC1CCCC1)c1ccc(COc2ccccc2Br)o1	17	27	2.4	-6	-7	8	30	4	3
COc1cccc(-c2cc(C(=O)O)[nH]n2)c1	2	3	2.2	-7	-10	-8	-16	5	0
COc1cccc(/C=C2/SC(=S)N(CCCC(=O)Nc3ccc(O)cc3)C2=O)c1	100*	45	38	0	18	33	17	-7	1
O=C1CC2(CCCC2)Oc2ccc(Cl)cc21	-16	-5	-2.1	-1	-3	-5	8	-5	-1

Printed as active in GRIN3A LBD mod, among the entries above:
mol	Mdm2-MdmX inh	NALP3 yeast inh	APJ agonist	GRIN3A LBD mod
O=c1c([N+](=O)[O-])c(O)c2ccccc2n1Cc1ccccc1	4	14	0	10*
CC(C)[C@@H](N)C(=O)N/N=C/c1ccc2nccnc2c1	28	2	-1	11*
CC(=O)Nc1cccc(C(=O)/C=C/c2ccc(N(C)C)cc2)c1	-19	17	2	18*

Entries listed so far that have a furan ring, fused or not (two):
SMILES	Mdm2-MdmX inh	tim23-1 inh	CHOP UPR activ	XBP1 UPR activ	TIM10 inh	tim10-1 inh	NALP3 yeast inh	APJ agonist	GRIN3A LBD mod
O=C(NNC(=O)c1cc2ccccc2o1)c1ccc(Cl)cc1	10	-15	-1.5	4	-6	-23	16	2	0
O=C(NC1CCCC1)c1ccc(COc2ccccc2Br)o1	17	27	2.4	-6	-7	8	30	4	3

Reprinted at random: two entries already listed.
SMILES	Mdm2-MdmX inh	tim23-1 inh	CHOP UPR activ	XBP1 UPR activ	TIM10 inh	tim10-1 inh	NALP3 yeast inh	APJ agonist	GRIN3A LBD mod
COc1cccc(-c2cc(C(=O)O)[nH]n2)c1	2	3	2.2	-7	-10	-8	-16	5	0
O=C1CC2(CCCC2)Oc2ccc(Cl)cc21	-16	-5	-2.1	-1	-3	-5	8	-5	-1

More entries:
SMILES	Mdm2-MdmX inh	tim23-1 inh	CHOP UPR activ	XBP1 UPR activ	TIM10 inh	tim10-1 inh	NALP3 yeast inh	APJ agonist	GRIN3A LBD mod
O=C(CSC1CC(=O)N(c2ccc(C(=O)O)cc2)C1=O)Nc1ccc2ccccc2c1 (stereo unspecified)	-49	12	-1.1	3	-3	11	10	-3	3
CCCOc1ccc(C(CC(=O)O)NC(=O)c2cccs2)cc1 (stereo unspecified)	8	-7	-0.4	-3	7	3	-1	-4	2
CCOC(=O)C1C(c2ccc(O)c(OCC)c2)NC(=S)NC1(O)C(F)(F)F (stereo unspecified)	3	11	1.4	1	6	11	8	3	1
O=C(CS(=O)(=O)Cc1ccccc1)NCc1ccccc1Cl	-10	15	3.3	-4	9	16	6	5	2
COc1ccc(C2c3c(ccc4ccccc34)Oc3ncn4nc(-c5ccco5)nc4c32)cc1OC (stereo unspecified)	38	4	7.6	-3	-2	0	10	0	-3
CC(SC1=NCCN1S(=O)(=O)c1ccccc1)c1ccccc1 (stereo unspecified)	9	17	3.2	-4	5	2	26	1	5
COCCNC(=O)COc1ccc(Oc2ccccc2)cc1	4	-8	-1.3	-2	-7	8	23	1	0
Cc1c(NC(=O)OCc2ccccc2)c(=O)n(-c2ccccc2)n1C	24	12	0.7	-3	-7	7	12	-5	2
Cc1ccc(SCC(=O)N2CCN(S(=O)(=O)c3cccs3)CC2)cc1	23	14	-2.3	-1	-1	6	22	-3	-1
CC(Cl)C(=O)Nc1ncc(C(F)(F)F)cc1Cl (stereo unspecified)	-4	11	-0.7	-1	-9	-2	4	-1	0
CCc1nc(C)cn1S(=O)(=O)c1cc([N+](=O)[O-])ccc1Cl	66*	49	1.9	45*	29	54*	2	0	-2
CC(=O)N1c2ccc(S(=O)(=O)N3CCC(C(=O)N4CCN(c5ccc(Cl)cc5)CC4)CC3)cc2CC1C (stereo unspecified)	34	1	5.9	-3	-1	5	17	10	1
COc1cccc(CNC(=O)Cn2nc(C)c3c(C)n(-c4ccc(C)cc4)nc3c2=O)c1OC	18	4	3.2	-2	-7	8	5	-2	-1
Cn1c(=O)c2[nH]c(N3CCCCC3)nc2n(C)c1=O	12	-1	0.3	4	8	-4	2	-2	-1
CN(CCOC(=O)c1cccc(F)c1)Cc1ccccc1	1	2	0.2	-1	-15	4	11	-2	-1
CN(C)CCNC(=O)COc1cccc2c1OC(C)(C)C2	-12	10	-0.6	-1	10	2	8	-1	-1
COc1ccc(OC)c(/C=C/C(=O)NCCc2nc3ccccc3[nH]2)c1	-20	4	1.3	-1	8	12	12	0	3
c1ccc(C2=NNC(c3ccccn3)=NN2)nc1	-9	26	-1.9	-7	30	32	19	3	-1
O=C(C1CCCN1S(=O)(=O)c1ccc(Cl)cc1)N1CCOCC1 (stereo unspecified)	11	18	-2.5	0	14	12	9	-2	-1
COc1ccc(CCC(C)N(C)Cc2ccccc2)cc1 (stereo unspecified)	3	-14	0.8	-6	1	-15	19	-4	3
Clc1ccc(OCc2nn3c(C4CCCCC4)nnc3s2)c(Cl)c1	2	38	-0.8	2	17	38	18	-1	2
